# Compound activity: PubChem, several laboratories
# IDE cell activ – IDE (human) activation, cell-based; HEK cells, FAbeta-B cleavage, fluorescence polarization; 0% vehicle, 100% cell-free pure enzyme wells; activation, % at 5.96 µM; 0.073% of 340,000 active; AID 493087;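 active means activation above the mean of all tested compounds plus 3 SD, set per screening campaign, cut at about 17% in these data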
# MEKK2 mut-MEK5 – signal of MEK5 binding to mutant human MEKK2 PB1 domain; percent response, % at 10 µM; 0.35% of 290,000 active; bead flow cytometry, Alexa488-MEK5 binding to MEKK2 mutant; in the data active means percent response above about 24%, passing the limit was not always enough; further: inactives centre near 1; some results filed as inactive read as strong as hits; reference of the scale not given here
# M18AAP inhibitor – blocks P. falciparum M18 aspartyl aminopeptidase | recombinant PfM18AAP, H-Glu-NHMec fluorogenic cleavage | inhibition, % at 7.35 µM | 1.2% of 290,000 active | AID 1822;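 active means inhibition above the campaign mean inhibition over all tested compounds plus 3 SD, cut at about 28% in these data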;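 further: 0% = plate median of test compound wells and 100% = 2 mM ZnCl2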
# MEKK2wt PB1 HTS – raises or lowers MEK5 binding to wildtype human MEKK2 PB1 domain. bead flow cytometry, Alexa488-MEK5 binding to MEKK2 WT; actives lie on both sides. binding response (% of control), % at 10 µM. 1.1% of 290,000 active. AID 1531; in the data active means binding response below about 67% or above about 130%
# IDE inh – inhibitors of human insulin-degrading enzyme in cells | P14735 | HEK cells, FAbetaB cleavage, fluorescence polarization | inhibition, % at 5.59 µM | 0.41% of 320,000 active;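 active means percent inhibition above the average of all tested compounds plus 3 SD, set per screening campaign, cut at about 16% in these data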;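 further: IDE supplied by intact live HEK cells; FP after avidin binding of uncleaved biotin substrate so inhibition keeps polarization high; 0% = DMSO wells and 100% = 60 µM reference IDE inhibitor Ii1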
# SUMO HTRF inh – SUMOylation inhibition; P63279; HTRF SUMOylation assay, SAE1/SAE2 + UBC9, in vitro; inhibition, % at 35 µM; 0.36% of 290,000 active; in the data active means inhibition above about 50%, passing the limit was not always enough; further: strong numbers were not always called active
# Target sequence (P63279 whole entry, looked up): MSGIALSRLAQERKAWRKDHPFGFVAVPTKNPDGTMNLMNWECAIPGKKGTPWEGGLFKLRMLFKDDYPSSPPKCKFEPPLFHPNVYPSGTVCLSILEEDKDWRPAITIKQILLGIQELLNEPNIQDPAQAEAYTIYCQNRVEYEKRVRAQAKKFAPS
# MEKK3 PB1 HTS – MEKK3-MEK5 PB1 interaction, increase or decrease. AID 1529. bead-based flow cytometry, Alexa488-MEK5 binding to MEKK3; actives lie on both sides; 0 = blocked by unlabeled MEK5, 100 = vehicle. binding response (% of control), % at 10 µM. 1.4% of 290,000 active. Q99759;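 active means binding response more than 3 SD above or below the average of its plate-row segment, actives on both sides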;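 further: Alexa488 bead fluorescence after subtracting the streptavidin-only scavenger bead signal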
# Target sequence (Q99759 whole entry, looked up): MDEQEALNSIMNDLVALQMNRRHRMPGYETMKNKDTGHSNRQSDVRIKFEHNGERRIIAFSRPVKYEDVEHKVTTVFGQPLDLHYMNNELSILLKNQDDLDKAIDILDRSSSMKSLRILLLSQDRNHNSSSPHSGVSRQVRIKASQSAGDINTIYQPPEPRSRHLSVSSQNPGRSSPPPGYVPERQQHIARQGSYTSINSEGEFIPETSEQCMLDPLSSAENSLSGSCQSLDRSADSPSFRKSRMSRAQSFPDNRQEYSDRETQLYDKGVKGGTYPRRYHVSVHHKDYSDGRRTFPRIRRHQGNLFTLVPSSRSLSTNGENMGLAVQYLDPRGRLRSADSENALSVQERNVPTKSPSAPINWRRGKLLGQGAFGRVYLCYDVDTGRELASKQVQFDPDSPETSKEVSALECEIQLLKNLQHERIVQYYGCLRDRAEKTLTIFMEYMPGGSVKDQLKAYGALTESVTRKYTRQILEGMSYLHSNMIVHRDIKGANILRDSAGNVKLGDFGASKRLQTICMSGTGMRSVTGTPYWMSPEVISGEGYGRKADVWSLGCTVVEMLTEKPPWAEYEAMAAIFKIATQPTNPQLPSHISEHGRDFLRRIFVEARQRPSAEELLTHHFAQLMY
# NALP1 inh – inhibitors of NALP1 inflammasome in yeast; S. cerevisiae NALP1/ASC/caspase-1 growth, X-gal OD620, 72 h; inhibition, % at 10 µM; 0.61% of 280,000 active; in the data active means inhibition mostly above about 24%, no sharp cut-off; inactive means mostly below about 32%; further: some compounds called inactive have numbers as strong as hits
# pCIP destab – compounds decreasing mouse p/CIP protein stability | Q05BA5 | F442A p/CIP-EGFP cells, EGFP fluorescence, 16 h | decrease of EGFP signal, % at 10 µM | 0.01% of 290,000 active;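 active means EGFP signal decrease of at least 30% at 10 µM or well 3 SD below plate mean, unless failing retest; inactive means the rest, including hits failing retest or dose response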; further: some compounds called inactive have numbers as strong as hits; many of its hits are not listed in these tables
# Active calls of the source: *; . = no result given. The list is partial; the hit share may differ from the screen's.
SMILES,IDE cell activ,MEKK2 mut-MEK5,M18AAP inhibitor,MEKK2wt PB1 HTS,IDE inh,SUMO HTRF inh,MEKK3 PB1 HTS,NALP1 inh,pCIP destab
COC(=O)c1ccccc1NC(=O)C1CCN(C(=O)N2CCOc3ccccc32)CC1,4.9,2.0,0.3,103.0,1.1,-16.3,102.0,-10.6,6.9
CCOc1ccc(NC(=O)CN(C)C(=O)CC2CC3CCC2C3)cc1OCC (stereo not drawn),2.7,6.0,-2.6,106.0,-3.4,16.7,103.0,8.0,-18.5
C=CCn1c(SCC(=O)Nc2cccc(C(=O)OC)c2)nnc1C(C)NC(=O)c1cccs1 (stereo not drawn),0.1,-5.0,2.8,87.0,-1.1,5.1,81.0,18.9,-1.7
CCCCCC#CCC#CCC#CCC#CCCCC(=O)O,.,-6.0,-1.9,84.0,5.7,58.2*,85.0,28.4,0.1
S=c1[nH]nc(COc2ccccc2)n1/N=C/c1ccc(Cl)c(Cl)c1,2.2,1.0,14.2,100.0,-2.4,-3.3,103.0,10.2,-2.3
COC1=CC(=Cc2c(N)n3nc(CC(=O)N4CCOCC4)sc3nc2=O)C=C(OC)C1=O,-99.8,-35.0,9.7,119.0,120.6*,17.6,89.0,-3.6,-278.0
CS(=O)(=O)Nc1ccc(C(=O)Nc2ccc3c(c2)OCCO3)cc1,-1.5,2.0,-15.5,102.0,-5.4,17.4,103.0,-4.8,5.3
CCOCCCNC(=O)C(c1ccc(OC)cc1)N(Cc1ccc2c(c1)OCO2)C(=O)c1ccccn1 (stereo not drawn),1.9,-3.0,4.1,95.0,-0.8,-6.7,101.0,4.1,14.9
CCN1C(=NCCN2CCOCC2)N[C@@H](c2ccccc2)C(C(=O)OC)=C1C,6.3,1.0,-1.2,104.0,1.1,19.0,99.0,9.9,-7.2
Cc1cc(=O)oc2c(CN(C)Cc3ccccc3)c(O)ccc12,4.1,-39.0,13.1,67.0,5.6,36.8,80.0,15.0,-12.4
Cc1cccc(NC(=O)c2cc(S(=O)(=O)N3CCC4(CC3)OCCO4)ccc2F)c1,0.6,-1.0,1.0,100.0,4.7,-4.3,102.0,18.1,5.6
COc1cc(/C=C/C(=O)OCC(=O)Nc2ccccc2Cl)cc(OC)c1OC,5.8,-2.0,-0.4,92.0,-2.0,19.7,94.0,3.0,-8.8
Fc1ccccc1N1CCN(c2ncnc3nc[nH]c23)CC1,-5.5,24.0,-6.3,115.0,1.7,21.1,126.0,.,-5.5
C/C(CC(=O)N(C(C)C)C(C)C)=N\NC(=O)COc1ccc(Cl)cc1Cl,1.7,-9.0,2.2,95.0,2.0,11.8,99.0,-6.9,-3.1
CC(C)(C)NC(=O)C(c1ccco1)N(C(=O)Cn1nnc(-c2ccc(F)cc2)n1)c1ccccc1F (stereo not drawn),2.1,-4.0,1.1,89.0,-1.9,3.4,98.0,35.8,-3.5
O=C(CSc1n[nH]c(=O)n1-c1cccnc1)Nc1ccccc1,3.1,6.0,1.3,107.0,1.6,-9.0,101.0,5.0,0.0
O=C(c1ccc(F)cc1)N1CCC(N2CCOCC2)CC1,2.6,5.0,0.1,112.0,3.3,6.1,109.0,-13.6,2.0
COc1ccc(C(=O)Nc2ccc(C(=O)NCC3CCCO3)cc2)c(OC)c1OC (stereo not drawn),0.2,3.0,0.2,103.0,2.6,8.3,104.0,9.2,8.0
COc1ccc(/C=N/NC(=O)c2nonc2C)cc1,2.0,-1.0,-0.1,100.0,1.1,14.8,94.0,27.4,-7.0
NC1=NC[C@@H](Cc2ccc(O)cc2)N1CCc1cc(C(F)(F)F)cc(C(F)(F)F)c1,5.5,8.0,.,120.0,0.1,16.1,115.0,.,-1.0
COc1cc(C(=O)NCc2ccccn2)ccc1OCc1c(C)noc1C,7.5,.,3.6,.,-5.8,-9.6,.,2.1,-8.3
CCn1nc(C)c(CN2CCC(n3nccc3NC(=O)c3ccccc3OC)CC2)c1C,1.1,-1.0,-0.2,97.0,1.9,9.9,103.0,5.9,10.1
CCN(CC)C(=O)CSc1nc2c(sc(=S)n2-c2ccc(C)cc2C)c(=O)[nH]1,4.1,3.0,-0.3,100.0,5.6,16.3,101.0,11.7,-8.4
CCn1cc(C(=O)O)c(=O)c2cc(F)c(N3CCN(C(=S)NC(=O)c4ccccc4Cl)CC3)cc21,4.0,-26.0,-0.8,98.0,0.8,18.0,92.0,.,-15.0
O=Nc1c(O)n(Cc2cccc(C(F)(F)F)c2)c2ccccc12,1.2,-1.0,9.8,96.0,4.7,-9.7,101.0,-0.9,-16.8

# (next part)
SMILES,IDE cell activ,MEKK2 mut-MEK5,M18AAP inhibitor,MEKK2wt PB1 HTS,IDE inh,SUMO HTRF inh,MEKK3 PB1 HTS,NALP1 inh,pCIP destab
COC(=O)c1ccccc1NC(=O)C12CCC(C)(C(=O)O1)C2(C)C (stereo not drawn),3.6,-4.0,-5.2,99.0,-0.9,15.5,100.0,18.3,4.8
COc1cccc(-c2nc(CSCC(=O)NCC3CCCO3)c(C)o2)c1 (stereo not drawn),6.4,-1.0,10.2,101.0,1.9,-8.4,103.0,-0.6,-2.3
O=C(NC1CC1)C1=COCCO1,8.3,-4.0,2.2,100.0,-3.1,-1.5,100.0,-1.4,-6.5
Cc1cccc(C(=O)NC(NCCc2ccccc2)C(Cl)(Cl)Cl)c1 (stereo not drawn),5.5,-1.0,-6.8,105.0,0.8,0.7,103.0,17.1,-9.3
Cc1ccc(NC(=O)NC2CCCCCCC2)c(C)c1,-3.3,7.0,-4.8,107.0,.,7.5,105.0,2.8,-15.4
Cc1cc(C)n2nc(-c3ccc(Br)cc3)cc2n1,-2.9,4.0,-0.8,107.0,3.0,11.4,102.0,13.7,0.6
Cc1cc(/C=N\NC(=O)c2cccs2)c(C)n1-c1ccc2ncccc2c1,3.2,-2.0,-7.4,98.0,1.5,23.2,98.0,15.9,-15.4
CCN(CC)c1ccc(/C=N/NC(=O)c2cnccn2)c(O)c1,0.8,-5.0,9.6,101.0,-1.6,-5.4,95.0,-10.5,1.7
CC1CCN(C(=O)c2ccc(CSc3ccc(Cl)cc3)cc2)CC1,-7.9,-2.0,-4.0,88.0,13.2,-29.4,95.0,15.8,-5.6
CC(C)OC(=O)c1cccc2c1C(=O)c1ccccc1-2,4.7,-11.0,-10.2,93.0,-0.1,21.6,97.0,12.5,-3.0
O=C(CSc1ncn[nH]1)NCc1ccc2c(c1)OCO2,3.2,2.0,5.9,100.0,3.3,3.0,105.0,6.6,7.1
Cc1cccc(C)c1NC(=O)C1C2C=CC(C2)C1C(=O)O (stereo not drawn),1.7,-5.0,-3.1,97.0,-5.8,-2.9,98.0,15.7,-4.5
CC(=O)Nc1ccc2ccccc2c1,7.8,0.0,-6.6,96.0,7.5,11.0,99.0,18.5,-8.8
Cc1nc(SCc2ccc(Cl)cc2)ncc1C(=O)O,5.1,-4.0,0.1,98.0,-1.1,31.4,101.0,11.6,-7.2
Cc1cc(C(=O)COC(=O)c2ccncc2)c(C)n1CCc1ccc(F)cc1,4.0,1.0,-4.2,98.0,-0.5,21.4,104.0,4.1,-17.6
CCOC(=O)NC(=O)c1cn(CCN(C)C)c(=O)[nH]c1=O,-0.2,-1.0,3.5,102.0,-0.6,7.6,103.0,24.1,-13.9
COc1ccc(NC(=O)c2ccc(COCC(F)(F)C(F)F)cc2)cc1,-4.7,8.0,-1.6,97.0,-1.8,15.4,96.0,26.7,-29.2
S=c1[nH]nc(-c2ccccc2Cl)n1/N=C/C=C/c1ccco1,.,-2.0,22.3,99.0,3.3,51.3,99.0,-7.0,0.5
Cc1ccc2nc(C)c(C(=O)N/N=C/c3ccc(C(=O)O)cc3)cc2c1,-0.2,-10.0,5.0,97.0,-6.7,17.3,104.0,-8.5,-7.6
COc1ccc(-n2nc(C(=O)NCC(=O)Nc3cc(OC)ccc3OC)c3ccccc3c2=O)cc1,0.7,-4.0,-5.6,97.0,7.8,6.5,101.0,19.6,10.8
Cn1cnnc1SCC(=O)Nc1ccc(Cl)cc1,-3.6,4.0,2.1,107.0,-1.0,-0.7,106.0,7.5,-7.4
O=S(=O)(N/N=C/c1ccc2c(c1)OCCO2)c1ccccc1,-4.5,2.0,1.7,100.0,-0.4,21.0,94.0,15.1,-12.2
CCOC(=O)c1cc(C#N)c(Nc2ccc(C)cc2)nc1C(F)(F)F,6.1,-17.0,-14.3,95.0,3.2,14.6,90.0,17.1,-7.5
COc1cc(/C=C/C(=O)c2ccccc2O)cc(OC)c1OC,1.6,3.0,4.9,97.0,0.6,-5.7,108.0,9.5,-5.4
CC(C)CNS(=O)(=O)c1ccc(CCC(=O)N2CCN(c3ccc(F)cc3)CC2)cc1,-7.5,0.0,9.4,97.0,-4.2,-5.3,99.0,4.8,-46.7

# Reprinted from the part before: 3 entries, followed by the next part.
SMILES,IDE cell activ,MEKK2 mut-MEK5,M18AAP inhibitor,MEKK2wt PB1 HTS,IDE inh,SUMO HTRF inh,MEKK3 PB1 HTS,NALP1 inh,pCIP destab
CCOC(=O)c1cc(C#N)c(Nc2ccc(C)cc2)nc1C(F)(F)F,6.1,-17.0,-14.3,95.0,3.2,14.6,90.0,17.1,-7.5
COc1cc(/C=C/C(=O)c2ccccc2O)cc(OC)c1OC,1.6,3.0,4.9,97.0,0.6,-5.7,108.0,9.5,-5.4
CC(C)CNS(=O)(=O)c1ccc(CCC(=O)N2CCN(c3ccc(F)cc3)CC2)cc1,-7.5,0.0,9.4,97.0,-4.2,-5.3,99.0,4.8,-46.7
COc1ccc(C(C)=O)cc1CN(c1ccccc1OC)S(=O)(=O)c1cccs1,-2.2,-1.0,-6.9,99.0,-6.5,5.5,100.0,4.5,-18.8
COc1ccccc1CCNC(=O)C1(C)CC1(Cl)Cl (stereo not drawn),6.6,1.0,-2.9,99.0,-5.9,10.5,102.0,8.6,-4.6
COc1ccc(NS(=O)(=O)c2cc(NC(=O)Cn3cnc4c3c(=O)n(C)c(=O)n4C)ccc2C)cc1,5.5,-2.0,6.7,97.0,2.7,8.7,100.0,-11.2,2.1
O=C(Nc1ccc2c(c1)Cc1ccccc1-2)c1ccc(Br)o1,3.6,7.0,2.6,95.0,7.7,-4.2,107.0,-34.5,-6.9
Nc1nonc1C(=O)NCCNCc1ccccc1,-0.2,.,-2.9,.,1.8,16.3,.,-11.4,-0.8
CCCCCC1CCC(C(=O)N2CCOCC2)CC1 (stereo not drawn),0.0,2.0,-9.8,103.0,-0.7,14.6,102.0,20.4,-1.1
CC(C)OC(=O)CSc1nnc(-c2ccco2)n1N,3.7,.,-1.5,.,4.3,5.3,.,12.5,-3.6
Cc1ccc(C(=O)N2CCN(c3ncccn3)CC2)cc1NC1=NC2CS(=O)(=O)CC2S1 (stereo not drawn),-0.6,0.0,-1.2,101.0,0.8,3.1,101.0,9.1,8.0
COc1ccc(-c2nnc(N)s2)cc1,2.1,-1.0,4.2,102.0,-6.5,11.8,100.0,26.3,-3.2
COc1ccc(/C=N/NC(=O)c2ccc(CN3c4cccc5cccc(c45)S3(=O)=O)cc2)cc1,-3.7,-2.0,-5.2,99.0,5.6,4.4,99.0,20.8,-3.9
COc1cc(/C=C/C(C)=O)cc(OC)c1OC,1.5,0.0,0.8,95.0,1.4,16.6,96.0,34.3,-2.8
CC(=O)N(C)C1=C(O)c2ccccc2C(=O)C1=O,3.7,1.0,11.7,108.0,0.9,-9.2,109.0,8.7,-2.0
COc1ccc(Cn2c(-c3ccc(C)cc3)c[n+]3ccccc23)cc1,5.5,29.0,3.2,123.0,6.2,6.2,102.0,.,0.0
O=C(Cc1ccccc1)Nc1ccc2[nH]ncc2c1,6.4,0.0,0.8,104.0,3.6,-7.6,100.0,.,-8.7
